Screening data as filed in PubChem BioAssay.
NPYLR7 ag – mosquito NPYLR7 agonism. HEK293T NPYLR7/Galpha15, GCaMP6s calcium fluorescence. activation, % at 10 µM. actives 0.15% (n = 270,000). AID 1259423; in the data active = activation above about 40%;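 also: 0% = vehicle and 100% = reference agonist at the receptor; some compounds past the cut are filed as inactive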
hcGAS lum – inhibitors of human cGAS; Q8N884; recombinant h-cGAS, ATP depletion, Kinase-Glo luminescence; inhibition, % at 12.5 µM; actives 0.081% (n = 290,000); AID 1259398;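 also: 0% = vehicle reaction and 100% = reaction without DNA for no activity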
Target sequence (Q8N884 whole entry, looked up): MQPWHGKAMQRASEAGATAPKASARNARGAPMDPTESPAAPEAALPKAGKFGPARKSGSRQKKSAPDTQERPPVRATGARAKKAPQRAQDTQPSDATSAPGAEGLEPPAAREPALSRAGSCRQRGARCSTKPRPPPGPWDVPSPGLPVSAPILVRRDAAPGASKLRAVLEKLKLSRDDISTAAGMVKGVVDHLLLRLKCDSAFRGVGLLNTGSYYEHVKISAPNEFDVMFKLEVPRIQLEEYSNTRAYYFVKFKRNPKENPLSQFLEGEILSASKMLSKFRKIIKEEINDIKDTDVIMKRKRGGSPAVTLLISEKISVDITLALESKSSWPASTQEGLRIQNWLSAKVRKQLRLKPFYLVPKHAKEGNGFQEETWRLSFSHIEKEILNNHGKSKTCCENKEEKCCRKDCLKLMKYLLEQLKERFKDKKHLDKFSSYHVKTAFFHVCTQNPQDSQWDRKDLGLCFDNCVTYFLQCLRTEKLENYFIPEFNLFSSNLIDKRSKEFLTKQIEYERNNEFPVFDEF
mcGAS inh – blocks mouse cGAS activity; Q8C6L5; recombinant cGAS, Kinase-Glo ATP depletion luminescence; inhibition, % at 12.5 µM; actives 0.15% (n = 160,000); AID 1259399;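 also: 0% = negative control wells and 100% = reference inhibitor with no enzyme activity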
* hit, by the source's call; x = not tested or not shown; & = joins results of further samples. Rule as the data show it, unless noted: active = inhibition above about 40%; inactive = the rest.

The first 18 compounds as a preview:
SMILES	NPYLR7 ag	hcGAS lum	mcGAS inh
Cc1nc(N)nc(C)c1CC(=O)Nc1cnc2n1CCCC2	4	-1	-7
CCC12CC3CC(O)(C1)CC(C(=O)NC(C)(C)c1nnc(N)s1)(C3)C2 (stereo not given)	x	-6	-2
Cc1ccc(Cl)cc1S(=O)(=O)NCC(c1cccn1C)N(C)C (stereo not given)	6	0	x
Cc1cc2cc(C(=O)NCCSc3nccn3C)ccc2o1	-19	-3	1
Cc1[nH]n(-c2nc(-c3ccccc3)cs2)c(=O)c1N=Nc1ccc([N+](=O)[O-])cc1Br	-6	-10	-9
O=C(CCc1cccnc1)N1CCOC(COc2ccccc2)C1 (stereo not given)	8	-2	-2
O=C(NCc1cnn2ccccc12)c1ccccc1N1CCS(=O)(=O)CC1	11	-8	-15
COc1ccc(-n2ncc(Oc3ccc4c(c3)CCC4)c(Nc3ccc(C(=O)O)cc3)c2=O)cc1	14	-3	-4
COc1cc(-c2cc(NCCN(C)C)nc3[nH]ccc23)ccc1O	1	-1	-14
Cc1ccc(CC2CCCN(c3cn[nH]c(=O)c3Cl)C2)cc1 (stereo not given)	-21	-3	x
CCCCOc1ccc(NC(=O)Nc2ccccc2N2CCNC(=O)C2)cc1	-1	-12	x
COc1ccc(CNC(=O)c2cnn3c2NC(c2ccc(F)cc2)CC3C(F)(F)F)cc1 (stereo not given)	-1	-6	-8
O=C(NC(c1ccccc1)c1ccccc1)C1COc2ccccc2O1 (stereo not given)	13	-5	-4
CNC(=O)COc1coc(CN2CCN(c3ccccc3F)CC2)cc1=O	2	-6	-7
COc1cccc(CN2C(=O)C3(SCCN3C(=O)c3ccco3)c3cc(Cl)ccc32)c1 (stereo not given)	5	-10	-5
S=c1nc(-c2cc(Cl)cc(Cl)c2)[nH][nH]1	-1	-4	0
Cc1cc(C)n2c(Nc3c(C)cccc3C)c(-c3ccc(C(C)(C)C)cc3)nc2c1	-7	-5&2	-2&2
CCc1ccccc1N1CCN(C(=O)c2ccc(F)cc2)C(C)C1=O (stereo not given)	-1	-5	-4

The listing, from the start:
SMILES	NPYLR7 ag	hcGAS lum	mcGAS inh
Cc1nc(N)nc(C)c1CC(=O)Nc1cnc2n1CCCC2	4	-1	-7
CCC12CC3CC(O)(C1)CC(C(=O)NC(C)(C)c1nnc(N)s1)(C3)C2 (stereo not given)	x	-6	-2
Cc1ccc(Cl)cc1S(=O)(=O)NCC(c1cccn1C)N(C)C (stereo not given)	6	0	x
Cc1cc2cc(C(=O)NCCSc3nccn3C)ccc2o1	-19	-3	1
Cc1[nH]n(-c2nc(-c3ccccc3)cs2)c(=O)c1N=Nc1ccc([N+](=O)[O-])cc1Br	-6	-10	-9
O=C(CCc1cccnc1)N1CCOC(COc2ccccc2)C1 (stereo not given)	8	-2	-2
O=C(NCc1cnn2ccccc12)c1ccccc1N1CCS(=O)(=O)CC1	11	-8	-15
COc1ccc(-n2ncc(Oc3ccc4c(c3)CCC4)c(Nc3ccc(C(=O)O)cc3)c2=O)cc1	14	-3	-4
COc1cc(-c2cc(NCCN(C)C)nc3[nH]ccc23)ccc1O	1	-1	-14
Cc1ccc(CC2CCCN(c3cn[nH]c(=O)c3Cl)C2)cc1 (stereo not given)	-21	-3	x
CCCCOc1ccc(NC(=O)Nc2ccccc2N2CCNC(=O)C2)cc1	-1	-12	x
COc1ccc(CNC(=O)c2cnn3c2NC(c2ccc(F)cc2)CC3C(F)(F)F)cc1 (stereo not given)	-1	-6	-8
O=C(NC(c1ccccc1)c1ccccc1)C1COc2ccccc2O1 (stereo not given)	13	-5	-4
CNC(=O)COc1coc(CN2CCN(c3ccccc3F)CC2)cc1=O	2	-6	-7
COc1cccc(CN2C(=O)C3(SCCN3C(=O)c3ccco3)c3cc(Cl)ccc32)c1 (stereo not given)	5	-10	-5
S=c1nc(-c2cc(Cl)cc(Cl)c2)[nH][nH]1	-1	-4	0
Cc1cc(C)n2c(Nc3c(C)cccc3C)c(-c3ccc(C(C)(C)C)cc3)nc2c1	-7	-5&2	-2&2
CCc1ccccc1N1CCN(C(=O)c2ccc(F)cc2)C(C)C1=O (stereo not given)	-1	-5	-4
Cc1cc(NC(=O)Cc2cc(-c3cc4ccccc4o3)on2)no1	10	-4	-9
CCSC1CCCC(NC(=O)N(C)C(C)c2ccncc2)C1 (stereo not given)	-1	-17	-7
COC(=O)CC1=C(C(=O)OC)C(c2cccc([N+](=O)[O-])c2)C(C#N)C(=N)O1 (stereo not given)	-7	0	2
CC(C)c1cc(N2CCOCC2)n2ncc(-c3ccccc3)c2n1	1	-11	-8
O=C(CC1CSc2nc3c(c(=O)n21)CCC3)Nc1ccc(Oc2ccccc2)cc1 (stereo not given)	0	-3	x
C=CCN(Cc1csc(COc2ccc(C)c(C)c2)n1)C(=O)c1cccc(Br)c1	-7	-5	-10
O=c1c(Cl)c(N2CCCCC2)cnn1-c1nc2ccccc2[nH]1	1	-12	-4
OCC(O)C1OC(Nc2ccc(Cl)cc2)C(O)C1O (stereo not given)	-2	-3	-2
Cc1nc(C)c(Cc2cccc(C(F)(F)F)c2)c(N2CCN(C(=O)c3ccc(Cl)cc3)CC2)n1	1	-3	-5
COc1cc(-c2nc3ccc(Br)cn3c2NC2CCCCC2)ccc1OC(=O)c1ccc(C(C)(C)C)cc1	7	-4	-7
CCOc1ccc(NC(=O)N(Cc2ccc(OS(=O)(=O)CC)cc2)C(C)CC)cc1 (stereo not given)	-1	-3	-6
O=C(CCc1ccco1)N1CCOC(c2ccccc2)C1 (stereo not given)	18	-16	-5
COc1cc(-c2nc3ccccn3c2NC(C)(C)CC(C)(C)C)ccc1OS(=O)(=O)/C=C/c1ccccc1	-3	-5	-5
CSc1ccccc1C(=O)Nc1ncn[nH]1	16	-7	x
CCN(CC)C(=O)c1nc(CCc2ccccc2)nn1-c1ccccc1	-3	-5	-11
Cc1ccc2nc(N(CCN(C)C)C(=O)c3cccc(S(C)(=O)=O)c3)sc2c1	-4	-5	1
CC(C)Cc1cc(C(=O)N(CCC#N)c2ccc(F)cc2)n[nH]1	1	4	1
Fc1cccc(Cl)c1-c1nccn1CCc1ccncc1	5	-5	x
Cc1ccc2c(c1)c1c3n2CCN(CCC#N)C3CCC1 (stereo not given)	5	-7	x
CN(Cc1ccc2nsnc2c1)Cc1nc(Cc2ccccc2Cl)no1	5&11	5&-6	x
CC1C(=NO)C(C)C(c2ccccc2)NC1c1ccccc1 (stereo not given)	-22	-2	x
CCOC(=O)c1nn(-c2ccccc2)c(=O)cc1OCC(=O)NCc1ccccc1OC	6	-3	x
Cc1ccc(NC(=O)CSc2nc(N)c(NC(=O)c3ccc(C(F)(F)F)cc3)c(=O)[nH]2)c(C)c1	11	-1	-8
Cc1cc(Cl)ccc1Nc1nc(Nc2ccc(F)cc2)nc2nccnc12	-1	3	x
C=CCOC1C[C@](OCc2cccc(F)c2)(C(=O)NCCN(C)C)C[C@@H](O)[C@H]1O (stereo not given in full)	5	-1	1
Cc1cc(-c2cc3c(n(Cc4cccnc4)c2=O)CCN(C(=O)c2snnc2C)C3)ccc1F	-16	4	1
Cc1c(C#N)c(NC(=O)CN2CCOC(C)C2)n(C2CCCC2)c1C (stereo not given)	-3	0	x
O=c1[nH]c(Cn2cc(C(F)(F)F)cc(Cl)c2=O)nc2ccsc12	2	11	-1
CC1(C(=O)Nc2cccc3cccnc23)CCN1C(=O)C1CCCCC1 (stereo not given)	2	-7	x
CCN(Cc1nc2cc(Cl)ccc2c(=O)[nH]1)C(=O)c1sccc1C	-3	-1	x
NC(=O)C(NCCOc1ccc(Cl)cc1)c1ccccc1 (stereo not given)	-2	-14	x
Cc1ccc(Sc2c(C)nn(C(=O)c3ccco3)c2C)cc1	1	0	x
CC(=O)NCCc1cn(Cc2nc(-c3cc(F)cc(F)c3)oc2C)cn1	14	-2	x
CCCCCCn1c(SCC(=O)NC2CCN(CC)CC2)nnc1-c1ccc(Cl)cc1	-1	-5	-7
CC(NC(=O)c1cccs1)C(c1cccs1)N1CCN(C)CC1 (stereo not given)	0	-2	-3
COCCCN1CCc2nc(SCC(=O)Nc3ccc(C)c(Cl)c3)[nH]c(=O)c2C1	2	-7	-3
Cc1nc(C(=O)N2CCC(=O)N(Cc3ccc(F)cc3)C(C(C)C)C2)c(C)o1 (stereo not given)	6	-8	-17
CCN(CC)S(=O)(=O)c1ccc(Cl)c(C(=O)Nc2nccs2)c1	-7	5	0
O=C(CNC(=O)C1CCCCC1)NCCO	2	3	x
CC1CN(c2ccc(CNC(=O)C(C)NC(=O)c3ccoc3)cn2)CC(C)O1 (stereo not given)	7	-2	x
CN(CCC1CCOCC1)C(=O)CC1C(=O)NCCN1Cc1cccs1 (stereo not given)	11	-11	x
Cc1ccc(-n2nnc(C(=O)OCc3nc(-c4ccccc4C)oc3C)c2C)cc1	13	-6	-7

New compounds follow:
SMILES	NPYLR7 ag	hcGAS lum	mcGAS inh
CCCC(=O)N(CC(=O)N(CCc1c[nH]c2ccccc12)Cc1ccc(C)cc1)C1CC1	-1	-2	1
O=C(CSc1nc2ccccc2n1CCOc1ccccc1)c1ccc(Br)cc1	12	-2	-6
COc1ccccc1-c1c(C)[nH]n2c(=O)cc(CSc3nccc(C)n3)nc12	-19	3	x
COc1ccccc1NC(=O)CCn1cnc(-c2ccccc2)c1-c1nccn1C	15	-3	-14
OC(CN(CCN1CCOCC1)Cc1cccs1)c1ccccc1 (stereo not given)	-3	-4	-6
C=CCn1c(N2CCN(Cc3cc(C)ccc3C)CC2)nc2c1c(=O)[nH]c(=O)n2C	-5	-7	-2
CC(C)(C)c1nnc(NC(=O)CN2C(=O)C3C4C=CC(C4)C3C2=O)s1 (stereo not given)	2	-11	-6
Cc1cnc2n(c1=O)C(CC(=O)NCc1ccncc1)CS2 (stereo not given)	0	0	x
COCCNc1oc2c(c1-c1ccc(Cl)cc1)c(=O)n(C)c(=O)n2C	-5	5	0
COc1ccc(OC)c(S(=O)(=O)NCCCN(C)C)c1	3	-6	-7
CC(C)CN(Cc1cccc(OS(=O)(=O)c2cccc(C(F)(F)F)c2)c1)C(=O)C1CC1	-4	-2	-6
CC(=O)N1CCc2cc(C(=O)N(C)CCOc3cccc(C)c3)ccc21	6	-6	x
Cc1ccc(C)c(C2=NN(C(=O)CN3CCOCC3)C(c3ccc4c(c3)OCO4)C2)c1 (stereo not given)	-2	0	-3
Cc1cc(NCc2cc(-c3ccco3)on2)nc(-c2cccnc2)n1	13	-5	x
O=C(Nc1cccc(-c2nc3cc(Cl)ccc3o2)c1)c1ccccc1Cl	0	-7	-3
COCCCN(CC(=O)N(CCc1c[nH]c2ccccc12)Cc1ccc(C)cc1)C(=O)Cc1ccccc1	14	-10	-6
CCN(CC)S(=O)(=O)c1cc(C(=O)Nc2ccccc2OC)ccc1C	-8	-6	-5
CCOC(=O)c1cn2cccc(OC(=O)c3ccccc3)c2n1	6	2	x
O=C(CCBr)NC(=O)OCC(F)(F)C(F)F	-11	-4	x
CCCCC(=O)N1CCN(C(=O)c2cc(-c3cccc(OC)c3)n(-c3ccccc3)c2C)CC1	-4	-9	-4
CCOC(=O)C1Sc2ccccc2Oc2ccccc21 (stereo not given)	-1	-4	x
COc1cccc(-c2cc(C(=O)N3CCC(C)CC3)n3nc(C(C)(C)C)cc3n2)c1	15	-9	-9
CCc1nc(-c2ccc(-n3ccc(C(=O)N4CCC(N5CCCCC5)CC4)n3)cc2)no1	-9	3	x
OCCN1CCN(Cc2cc(Cl)c3cccnc3c2O)CC1	6	-2	x
Cc1cc(-c2ccc3c(c2)CCO3)cnc1N	4	-2	x
c1ccc2c(-n3ccc4ccccc43)cccc2c1	0	-15	-6
CC(=O)N1CCC(c2cccc(C(=O)N(C)C)c2)CC1	12	-13	x
CN(C)C1(CNC(=O)CCc2nc3sc4c(c3c(=O)[nH]2)CCCC4)CCCCC1	1	-10	-9
O=C(Nc1ccc(N2CCCC2)nc1)c1cccc(S(=O)(=O)N2CCOCC2)c1	3	-3	-7
CCOCCCn1c(SCc2cc(OC)cc(OC)c2)nc2cc(S(=O)(=O)N3CCOCC3)ccc21	5	-3	-5
CCn1c(SCC(=O)c2[nH]c(C)c(C(C)=O)c2C)nc2sc(C)c(C)c2c1=O	6	-2	x
Cc1cc(C)c(-c2cnc(-n3cnnc3)c(C)c2)c(C)c1	-5	-5	x
O=C1c2cccc([N+](=O)[O-])c2C(=O)N1CCc1c[nH]c2ccc(OCc3ccccc3)cc12	-8	2	3
O=[N+]([O-])c1nn(-c2cccc(C(F)(F)F)c2)n(O)c1=Nc1ccccc1	-13	-8	x
CC(=O)N1CCN(C(=O)CN2CN(c3ccccc3)C3(CCN(C(=O)CCc4ccccc4)CC3)C2=O)CC1	5	-3	-7
Cc1ccc(S(=O)(=O)Nc2ccc(O)c(C(C(=O)OC(C)C)C(=O)C(F)(F)F)c2)cc1 (stereo not given)	-3	3	x
CC(C)(C)c1ccc(-c2ccnc3nc(N4CCN(S(C)(=O)=O)CC4)nn23)cc1	23	-7	-8
O=[N+]([O-])c1cccc(S(=O)(=O)NCCOc2ccc(-c3ccccc3)nn2)c1	-9	-4	0
COc1ccc(SCCC(=O)Nc2nc(-c3cc([N+](=O)[O-])cs3)cs2)cc1	15	-6	x
